# Screening data deposited in PubChem by Broad Institute.
# ROS inducer – inducers of reactive oxygen species in cancer cells | U2OS ROS induction, H2DCF-DA fluorescence | ROS induction (% of piperlongumine), % at 10 µM | 46,000 tested, 2% active | AID 624156; in the data active = ROS induction above about 79%, passing the limit was not always enough; inconclusive = no clear call, values can overlap the other calls;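 note: 0% = DMSO vehicle median and 100% = reference compound median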
# Starred values were filed as active, the others as inactive; u = inconclusive.
molecule,ROS inducer
N#Cc1c(F)cccc1NCCc1ccccn1,4
COc1ccc(CN(C)C[C@H]2Oc3ccc(NC(=O)CCN4CCOCC4)cc3C(=O)N([C@H](C)CO)C[C@@H]2C)cc1,-2
NC(=O)c1nnc2ccc(Cl)cc2c1N,-9
C[C@H]1CN([C@@H](C)CO)C(=O)CCCn2nncc2CO[C@@H]1CN(C)C(=O)Nc1ccc2c(c1)OCCO2,-33
N#CCCN1c2ccccc2Sc2ccc(Cl)cc21,-2
Cc1ccc(S(=O)(=O)N(C)C[C@@H]2Oc3ccc(NS(=O)(=O)c4cn(C)cn4)cc3CC(=O)N([C@H](C)CO)C[C@@H]2C)cc1,-15
c1cn2c3c(n1)CCCc3c1cc(C3CCCCC3)ccc12,19
CCC(=O)c1ccc(OC)cc1OC,32

# (listing goes on)
molecule,ROS inducer
Cc1ccc(S(=O)(=O)N(C)C[C@@H]2Oc3c(NC(=O)C4CCCCC4)cccc3C(=O)N([C@H](C)CO)C[C@@H]2C)cc1,4
COc1ccc(CN(C)C[C@H]2OCc3cnnn3CCCC(=O)N([C@H](C)CO)C[C@@H]2C)cc1,-5
C[C@H](CO)N1C[C@H](C)[C@@H](CN(C)Cc2ccc(C(=O)O)cc2)Oc2c(NC(=O)c3ccc(-c4nccs4)cc3)cccc2C1=O,-7
O=C(CCCCCCC(=O)Nc1ccccc1O)N/N=C/c1ccc(-c2ccccc2)cc1,4
Cc1cc(NC(=O)CSc2nnc(-c3ccccc3Cl)n2C)ccc1Br,-13
CCOC(=O)c1ccc2nc(C(F)(F)F)nc(N3CC(C)OC(C)C3)c2c1 (stereo unspecified),108*
O=C(O)CCC(=O)Nc1ccc(Br)c2cccnc12,14
C[C@@H]1CN([C@@H](C)CO)C(=O)c2cccc(NC(=O)C3CCOCC3)c2O[C@@H]1CN(C)S(C)(=O)=O,3

# Arranged by heavy-atom count (highest first): three of the compounds above.
molecule,ROS inducer
C[C@@H]1CN([C@@H](C)CO)C(=O)c2cccc(NC(=O)C3CCOCC3)c2O[C@@H]1CN(C)S(C)(=O)=O,3
COc1ccc(CN(C)C[C@H]2OCc3cnnn3CCCC(=O)N([C@H](C)CO)C[C@@H]2C)cc1,-5
Cc1cc(NC(=O)CSc2nnc(-c3ccccc3Cl)n2C)ccc1Br,-13

# The list continues.
molecule,ROS inducer
CNC[C@H]1Oc2c(NC(=O)Nc3ccc(F)cc3)cccc2C(=O)N([C@H](C)CO)C[C@@H]1C,-2
CC(C)C[C@H]1C(=O)N2CCC[C@H]2[C@]2(O)O[C@](NC(=O)[C@@H]3C=C4c5cccc6[nH]c(Br)c(c56)CC4N(C)C3)(C(C)C)C(=O)N12 (stereo partly specified),u
C[C@@H]1CN([C@@H](C)CO)C(=O)c2cc(NC(=O)Nc3ccc(C(F)(F)F)cc3)ccc2O[C@H]1CN(C)C(=O)Nc1ccccc1,-8
CNC[C@@H]1Oc2ccc(NC(=O)Nc3ccc4c(c3)OCO4)cc2CC(=O)N([C@@H](C)CO)C[C@@H]1C,32
Cc1cc(C(=O)Nc2cccc3c2O[C@H](CN(C)Cc2ccc(-c4ccccc4)cc2)[C@@H](C)CN([C@H](C)CO)C3=O)n(C)n1,196*
COc1cc2c(cc1OC)CN(C(=O)[C@@H]1[C@H]3C(=O)O[C@H](c4ccccc4)[C@H](c4ccccc4)N3[C@H](c3ccc(O)cc3)[C@@]13C(=O)Nc1ccc(C#CC4=CCCCC4)cc13)CC2,14
COc1cc(NC(=O)c2ccc(CSC3CCCCC3)cc2)cc(OC)c1OC,135*
CCOc1ccccc1-c1nc(SCC(=O)Nc2sc3c(c2C#N)CCCC3)n[nH]1,-7

# Later entries:
molecule,ROS inducer
CCNc1nc(N2CCOCC2)nc(N2CCC(Cc3ccccc3)CC2)n1,21
Cc1sc2nc(-c3ccccc3O)[nH]c(=O)c2c1C,-9
O=C(NO)c1cccc(C(=O)N/N=C/c2ccccn2)c1,-6
Cc1ccc(S(=O)(=O)N(C)C[C@@H]2Oc3ccc(NS(C)(=O)=O)cc3CC(=O)N([C@H](C)CO)C[C@H]2C)cc1,-16
CC(C)NC(=O)Nc1cccc2c1O[C@@H](CN(C)C(=O)Nc1ccc(C(F)(F)F)cc1)[C@@H](C)CN([C@H](C)CO)C2=O,40
COc1ccc(CN(C)C[C@H]2OCCCC[C@@H](C)Oc3ccc(NC(=O)Nc4ccc(OC)cc4)cc3C(=O)N([C@H](C)CO)C[C@@H]2C)cc1,122*
CC(=O)N1CCN(CCN=CC2=C(O)CC(c3ccccc3)CC2=O)CC1 (stereo unspecified),1
O=C1CSc2ccc(C(=O)NCC3COc4ccccc4O3)cc2N1 (stereo unspecified),-2

# Next part.
molecule,ROS inducer
O=C(CSc1cn(CC(=O)N2CCOCC2)c2ccccc12)NCc1ccco1,-9
Cc1noc(C)c1NC(=O)N(C)C[C@@H]1Oc2ccc(NC(=O)CCC(F)(F)F)cc2CC(=O)N([C@H](C)CO)C[C@@H]1C,31
Nc1cc(N)nc(SCC(=O)Nc2cccc(Cl)c2Cl)n1,-8
C[C@H]1CN([C@@H](C)CO)C(=O)c2cccc(NC(=O)Nc3ccccc3)c2O[C@H]1CN(C)C(=O)Nc1ccc2c(c1)OCO2,-1
C[C@@H]1CN([C@@H](C)CO)C(=O)c2cccc(NC(=O)C3CCOCC3)c2O[C@@H]1CN(C)C(=O)Nc1ccc(C(F)(F)F)cc1,-4
CNC[C@H]1Oc2ccc(NS(=O)(=O)c3c(C)noc3C)cc2CC(=O)N([C@@H](C)CO)C[C@H]1C,7
Cc1ccc(NC(=O)c2ccc3ncsc3c2)cc1,-11
C[C@@H]1CN([C@H](C)CO)C(=O)CCCn2nncc2CO[C@@H]1CN(C)Cc1ccc2c(c1)OCCN2C,12

# (next part)
molecule,ROS inducer
COc1ccc(NC(=O)N(C)C[C@@H]2Oc3c(NS(=O)(=O)c4cccs4)cccc3C(=O)N([C@H](C)CO)C[C@H]2C)cc1,-9
C=C(C)CNc1nc(-c2ccccc2)c(-c2ccccc2)s1,53
O=C1O[C@@H](c2ccccc2)[C@@H](c2ccccc2)N2[C@@H](c3ccc(O)cc3)[C@]3(C(=O)Nc4ccc(C#CC5(O)CCCCCC5)cc43)[C@@H](C(=O)N3CCCCCCC3)[C@H]12,15
COc1cc(NC(=O)COC(C)=O)cc(OC)c1OC,1
C[C@H]1CN([C@@H](C)CO)C(=O)Cc2cc(NC(=O)CCN3CCOCC3)ccc2O[C@@H]1CN(C)Cc1ccncc1,11
CCCN(C)C[C@@H]1OCc2cnnn2CCCC(=O)N([C@@H](C)CO)C[C@@H]1C,-4
COc1ccc(/C=C/C(=O)NCc2ccccc2)cc1,4
COc1ccc(-c2nnc3c4ccccc4c(C)nn23)cc1S(=O)(=O)NCc1ccccc1,48

# More compounds follow:
molecule,ROS inducer
CC(=O)c1ccc(NC(=O)CSc2nnc3n(C)c(=O)c4c5c(sc4n23)CCCC5)cc1,31
COc1cc(C)c(Cl)cc1S(=O)(=O)NCCN1CCOCC1,1
c1ccc(Cn2c(-c3ccccc3)nc3ccccc32)cc1,-1
COc1ccc(CN(C)C[C@@H]2Oc3ccc(NC(=O)c4ccncc4)cc3C(=O)N([C@H](C)CO)C[C@H]2C)cc1,149*
C[C@H]1CN([C@@H](C)CO)C(=O)c2cccc(NS(=O)(=O)c3cn(C)cn3)c2O[C@H]1CN(C)C(=O)Nc1cccc2ccccc12,-11
Cc1c(Cl)cccc1Nc1ccccc1C(=O)O,8
C[C@@H]1CN([C@@H](C)CO)C(=O)c2cc(NC(=O)CCCN(C)C)ccc2O[C@@H]1CN(C)S(=O)(=O)c1cn(C)cn1,-1
CCOC(=O)C(C(=O)Nc1cccc(C(F)(F)F)c1)C1CCCCC1 (stereo unspecified),-3

# Further structures follow.
molecule,ROS inducer
COc1ccc(S(=O)(=O)N(C)C[C@@H]2Oc3ccc(NS(=O)(=O)c4ccccc4)cc3C(=O)N([C@H](C)CO)C[C@H]2C)cc1,34
C[C@@H]1CCCCO[C@H](CN(C)C(=O)NC2CCCCC2)[C@@H](C)CN([C@H](C)CO)C(=O)c2cc(NC(=O)CCC(F)(F)F)ccc2O1,2
C[C@H]1CN([C@@H](C)CO)C(=O)Cc2cc(NS(=O)(=O)c3ccccc3)ccc2O[C@H]1CN(C)S(=O)(=O)c1cn(C)cn1,1
O=C(COc1ccc(I)cc1)Nc1ccc([N+](=O)[O-])cc1O,-8
COc1ccc2c(=O)cc(-c3ccccc3OC)oc2c1,10
Nc1nnc(SCC(=O)N2CCN(Cc3ccccc3)CC2)s1,-1
O=C(CSc1nnc(-c2ccccc2)c(-c2ccccc2)n1)NCCC1=CCCCC1,4
O=C(COc1ccc([N+](=O)[O-])cc1)Nc1ccc2oc(-c3ccc(F)cc3)nc2c1,-12

# The list goes on:
molecule,ROS inducer
O=C1CC(CS(=O)(=O)c2ccc(C(F)(F)F)cn2)=NN1c1ccccc1,-13
CC(C)NC(=O)Nc1ccc2c(c1)C(=O)N([C@H](C)CO)C[C@@H](C)[C@@H](CN(C)C(=O)Nc1ccccc1)O2,11
Cc1ccc(-c2noc(CN(C(=O)c3cccc([N+](=O)[O-])c3)C(C)C)n2)cc1,-3
CC(C)c1ccc(NC(=O)CSc2n[nH]c(=O)n2C2CC2)cc1,-10
C[C@H](CO)N1C[C@H](C)[C@@H](CN(C)S(=O)(=O)c2ccc(F)cc2)Oc2ccc(NS(=O)(=O)c3cn(C)cn3)cc2C1=O,-1
Cc1c(Br)c([N+](=O)[O-])nn1CC(=O)Nc1ccc(F)cc1,-14
C[C@@H]1CCCCO[C@H](CN(C)CC2CCCCC2)[C@@H](C)CN([C@H](C)CO)C(=O)c2cc(NC(=O)Nc3ccc(F)cc3)ccc2O1,10
C[C@H]1CN([C@@H](C)CO)C(=O)c2cccc(NC(=O)C3CCOCC3)c2O[C@@H]1CN(C)Cc1ccc(-c2ccccc2)cc1,46

# Single entries from the list.
# ROS inducer with O=C1CC(CS(=O)(=O)c2ccc(C(F)(F)F)cn2)=NN1c1ccccc1 is entered as -13
# ROS inducer with C[C@H](CO)N1C[C@H](C)[C@@H](CN(C)S(=O)(=O)c2ccc(F)cc2)Oc2ccc(NS(=O)(=O)c3cn(C)cn3)cc2C1=O is entered as -1
# ROS inducer with C[C@H]1CN([C@@H](C)CO)C(=O)c2cccc(NC(=O)C3CCOCC3)c2O[C@@H]1CN(C)Cc1ccc(-c2ccccc2)cc1 is entered as 46
# ROS inducer with CC(C)c1ccc(NC(=O)CSc2n[nH]c(=O)n2C2CC2)cc1 is entered as -10

# Later entries.
molecule,ROS inducer
C[C@@H]1CN([C@H](C)CO)C(=O)c2cccc(N(C)C)c2O[C@@H]1CN(C)C(=O)Nc1cccc2ccccc12,4
Cc1ccc(S(=O)(=O)Nc2cccc3c2O[C@@H](CN(C)C(=O)Nc2ccc(C(F)(F)F)cc2)[C@@H](C)CN([C@@H](C)CO)C3=O)cc1,26
CCN(CC)CCOc1ccc(/C(=C(/Cl)c2ccccc2)c2ccccc2)cc1,12
COc1ccc(S(=O)(=O)Nc2ccc3c(c2)CC(=O)N([C@@H](C)CO)C[C@@H](C)[C@@H](CN(C)Cc2ccc4c(c2)OCO4)O3)cc1,7
C[C@@H]1CN([C@@H](C)CO)C(=O)c2cccc(NC(=O)Nc3ccc(F)cc3)c2O[C@@H]1CN(C)C(=O)NC1CCCCC1,4
Cc1ccc(NC(=O)CSc2nnnn2-c2cccc(C(=O)O)c2)cc1C,-7
Cc1ccc(NC(=O)CSc2nnnn2-c2ccc(F)cc2)cc1C,11
Cc1nnc(SCC(=O)Nc2cccc3ccccc23)s1,-17

# Later entries:
molecule,ROS inducer
O=C(CSc1nc2ccccc2o1)c1ccc2c(c1)OCCO2,10
C[C@@H]1CCCCO[C@H](CN(C)Cc2ccc(Cl)c(Cl)c2)[C@@H](C)CN([C@H](C)CO)C(=O)c2cc(NS(=O)(=O)c3cccs3)ccc2O1,53
CC(CNC1CCCCC1)OC(=O)c1ccccc1 (stereo unspecified),-16
C[C@H](CO)N1C[C@H](C)[C@H](CN(C)Cc2ccc(Oc3ccccc3)cc2)Oc2c(NC(=O)Nc3ccccc3)cccc2C1=O,4
C[C@H]1CN([C@@H](C)CO)C(=O)c2cccc(NC(=O)c3ccc(-c4nccs4)cc3)c2O[C@@H]1CN(C)S(=O)(=O)c1ccccc1,4
O=c1cc(/C=C/c2ccccc2)oc2ccccc12,-2
S=C(NC1CCCCC1)Sc1ccc(Cl)cc1,10
CC(C)OC(=O)CSc1nc2ccccc2[nH]1,4

# Pulled by structure from the list above, 5 records:
molecule,ROS inducer
c1ccc(Cn2c(-c3ccccc3)nc3ccccc32)cc1,-1
C[C@@H]1CN([C@H](C)CO)C(=O)CCCn2nncc2CO[C@@H]1CN(C)Cc1ccc2c(c1)OCCN2C,12
Cc1sc2nc(-c3ccccc3O)[nH]c(=O)c2c1C,-9
Nc1nnc(SCC(=O)N2CCN(Cc3ccccc3)CC2)s1,-1
O=C(NO)c1cccc(C(=O)N/N=C/c2ccccn2)c1,-6

# Additional results follow.
molecule,ROS inducer
C[C@@H]1CN([C@H](C)CO)C(=O)Cc2cc(NC(=O)Cc3ccccc3)ccc2O[C@@H]1CN(C)S(=O)(=O)c1ccc(F)cc1,26
CC1(C)CC[C@]2(C(=O)O)CC[C@]3(C)C(=CCC4[C@@]5(C)C[C@@H](O)[C@H](O)[C@@](C)(CO)C5[C@H](O)C[C@]43C)[C@@H]2C1 (stereo partly specified),18
C[C@@H]1CN([C@@H](C)CO)C(=O)c2cc(NS(=O)(=O)c3ccc(F)cc3)ccc2O[C@@H]1CN(C)S(=O)(=O)c1cccs1,0
CSCCC(NC=O)C(=O)NC(Cc1ccccc1)C(=O)O (stereo unspecified),2
NC(=O)COc1ccc(/C=N/NC(=O)c2ccccn2)cc1,9
CCCNC(=O)c1cc(=O)n(Cc2ccc(Cl)cc2)c2ccccc12,-5
CNC[C@@H]1OCc2cn(nn2)CCCC(=O)N([C@H](C)CO)C[C@H]1C,25
CC(C)=CCOc1cc(C)cc2oc(=O)cc(-c3ccccc3)c12,84*
Oc1ccc2c(c1O)OCC1c3cc4c(cc3OC21)OCO4 (stereo unspecified),1
C[C@@H]1CN([C@H](C)CO)C(=O)CCCn2cc(nn2)CO[C@@H]1CN(C)S(=O)(=O)c1ccc(-c2ccccc2)cc1,-1
C[C@@H]1CN([C@@H](C)CO)C(=O)c2cccc(NC(=O)C3CCOCC3)c2O[C@H]1CN(C)Cc1ccc2c(c1)OCO2,-5

# Only part of the results is shown; count on the stated rates, not on these rows.
